High-throughput results: PubChem BioAssay, several laboratories
FadD28 binding: inhibitors of FadD28 bisubstrate probe binding, primary screen, biochemical, fluorescence polarization, single point; inhibition, % at 12.5 µM; AID 588549, 2011; Mycobacterium tuberculosis FadD28 fatty-acid-AMP ligase; hit rate 0.22% among 360,000; in the data active = inhibition above about 8.5%, passing the limit was not always enough; inconclusive = no clear call, values can overlap the other calls
GDH-TPI counter: GDH-TPI coupling enzyme inhibitors, primary screen, artefact control for M. tuberculosis FBA inhibitor project, biochemical, absorbance, full deck; hit rate 1.2% among 360,000; GDH-TPI coupled enzyme counterscreen, NADH absorbance; inhibition, % at 4.8 µM; AID 588335, 2011; in the data active = inhibition above about 30%;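 note: 0% = DMSO wells and 100% = wells lacking the enzyme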
Rv3671c protease: Rv3671c serine protease inhibitors, primary screen, biochemical, fluorescence polarization, M. tuberculosis H37Rv | P9WHR9 | inhibition, % at 5.96 µM | hit rate 0.048% among 320,000; in the data active = inhibition above about 38%;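 note: extracellular domain of Rv3671c used as enzyme; 0% = enzyme with DMSO and 100% = no enzyme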
BoNT-F LC inh: BoNT/F light chain protease inhibitors, primary screen, biochemical, flow cytometry, MLPCN library | Botulinum neurotoxin type F light chain protease (Clostridium botulinum) | Multiplex microsphere protease cleavage assay | inhibition, % at 10 µM | hit rate 0.22% among 360,000 | AID 588497, 2011; in the data active = inhibition above about 35%, passing the limit was not always enough; inconclusive = no clear call, values can overlap the other calls; note: plate controls were buffer without enzyme for full effect and enzyme alone for no effect
FBA Mtb inh: Mtb FBA enzyme inhibitors, primary screen, biochemical, fluorescence, strain H37Rv; Fructose-bisphosphate aldolase (Mycobacterium tuberculosis (strain ATCC 25618 / H37Rv)), …; purified M. tuberculosis FBA, fluorescence read-out; inhibition, % at 1 µM; hit rate 2.3% among 360,000; AID 588726, 2011; in the data active = inhibition above about 27%;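 note: 0% = vehicle and 100% = reference inhibitor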
Target sequence (P9WQA3 whole entry, looked up): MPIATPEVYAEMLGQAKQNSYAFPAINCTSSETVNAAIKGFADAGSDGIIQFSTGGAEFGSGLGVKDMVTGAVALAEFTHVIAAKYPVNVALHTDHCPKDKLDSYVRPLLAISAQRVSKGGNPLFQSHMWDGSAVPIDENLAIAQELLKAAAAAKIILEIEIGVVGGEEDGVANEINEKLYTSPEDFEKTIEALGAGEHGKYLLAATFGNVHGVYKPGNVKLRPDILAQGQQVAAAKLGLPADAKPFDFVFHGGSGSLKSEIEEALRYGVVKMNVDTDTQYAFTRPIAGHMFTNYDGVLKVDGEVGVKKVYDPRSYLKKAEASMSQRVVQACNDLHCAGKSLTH
PrPC TRFRET: inhibitors of human cell surface prion protein PrPC, primary screen, cell-based, TR-FRET. hit rate 0.43% among 370,000. inhibition, % at 13.8 µM. TR-FRET read-out; in the data active = inhibition above about 24%; note: 0% = median of the test wells and 100% = reference compound wells
Mtb UGM inh: M. tuberculosis UGM enzyme inhibitors, primary screen, biochemical, fluorescence polarization, single point. purified UGM, fluorescence polarization probe displacement. AID 504406, 2011. UDP-galactopyranose mutase (Mycobacterium tuberculosis (strain ATCC 25618 / H37Rv)), …. inhibition, % at 10 µM. hit rate 0.06% among 320,000; in the data active = inhibition above about 10%, passing the limit was not always enough; inconclusive = no clear call, values can overlap the other calls
Target sequence (P9WIQ1 whole entry, looked up): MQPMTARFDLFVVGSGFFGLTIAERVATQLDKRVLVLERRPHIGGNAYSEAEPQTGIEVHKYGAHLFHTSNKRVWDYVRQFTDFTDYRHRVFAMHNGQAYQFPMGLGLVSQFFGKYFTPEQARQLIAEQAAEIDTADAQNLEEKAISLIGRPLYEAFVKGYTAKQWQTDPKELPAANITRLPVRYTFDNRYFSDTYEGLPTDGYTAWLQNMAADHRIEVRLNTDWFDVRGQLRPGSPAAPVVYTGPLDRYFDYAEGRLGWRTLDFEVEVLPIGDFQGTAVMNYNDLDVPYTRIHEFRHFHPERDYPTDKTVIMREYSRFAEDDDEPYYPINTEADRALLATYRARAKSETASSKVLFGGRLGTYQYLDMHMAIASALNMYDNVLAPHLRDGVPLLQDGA
Mtb BioA inh: M. tuberculosis BioA enzyme inhibitors, primary screen, biochemical, plate reader, single point, HTS; 7,8-diaminopelargonic acid synthase BioA (Mycobacterium tuberculosis); purified M. tuberculosis BioA enzyme; inhibition, % at 9.99 µM; hit rate 0.096% among 360,000; in the data active = inhibition above about 40%; inconclusive = no clear call, values can overlap the other calls
MazEF act: activators of E. coli MazEF toxin-antitoxin RNase, primary screen, biochemical, fluorescence, uHTS; activation, % at 20 µM; FAM/BHQ RNA-DNA oligo cleavage fluorescence, 5 h; AID 504720, 2011; Endoribonuclease toxin MazF (Escherichia coli (strain K12)), P0AE70; hit rate 0.32% among 350,000; in the data active = activation above about 50%
Target sequence (P0AE70 whole entry, looked up): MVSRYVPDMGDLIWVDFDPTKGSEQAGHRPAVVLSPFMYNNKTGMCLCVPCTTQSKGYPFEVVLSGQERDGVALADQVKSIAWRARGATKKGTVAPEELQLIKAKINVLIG
* = called active by the depositor; ? = inconclusive; / = not tested or not shown; & = joins results of further samples. Hits appear at their usual frequency (roughly 4.8% active in at least one column).

SMILES | FadD28 binding | GDH-TPI counter | Rv3671c protease | BoNT-F LC inh | FBA Mtb inh | PrPC TRFRET | Mtb UGM inh | Mtb BioA inh | MazEF act
Cc1ccc(C(=O)c2c[nH]c(C(=O)NCc3cccnc3)c2)cc1 | -1.1 | 10 | -7 | -1 | 0 | -1 | 1.6 | -1.2 | 4
O=C(NCc1ccco1)c1ccccc1NS(=O)(=O)c1ccc(Cl)s1 | 0.3 | 8 | 1 | 5 | -5 | 1 | 1.0 | -1.2 | 1
Cn1c(=O)n(C)c2cc(NC(=O)CCl)ccc21 | -1.2 | 7 | 6 | 2 | 0 | -6 | -0.7 | / | 0
CC(=O)Nc1ccc(S(=O)(=O)n2nc(-c3ccc(C)cc3)nc2N)cc1 | -1.1 | 3 | -48 | / | 2 | -2 | 3.9 | 0.8 | 14
COc1ccc(N=Cc2c(O)n(-c3cccc(C)n3)c(=O)c3ccccc23)cc1 | 0.7 | 12 | 6 | 0 | -2 | -15 | 2.5 | -0.5 | 0
O=C(NCC(=O)N1CCCCCCC1)c1ccc(Br)o1 | 0.0 | 9 | 0 | -13 | 0 | 1 | 1.5 | -0.6 | -3
NC(=O)COC(=O)CC(NC(N)=O)c1ccc(Cl)cc1 (stereo not given) | -1.1 | -1 | -2 | -4 | 3 | -1 | -1.0 | 0.1 | -2
Cc1ccc(-c2nn3c(C)nnc3s2)cc1NC(=O)C(C)C | -0.3 | 8 | 2 | -11 | 2 | 13 | -1.2 | -0.8 | 9
COc1ccc(CCNC(=O)CN(C)S(=O)(=O)c2cccs2)cc1OC | -0.8 | 9 | 4 | 0 | 4 | -3 | 0.1 | 0.5 | 4
Cc1nc2ccc(C(=O)O)cc2c2c1CC(C)S2 (stereo not given) | -8.0 | 3 | 9 | 1 | 61* | 5 | 1.3 | -1.9 | 13
Cc1cccc(C(=O)c2c(N)sc3c2CCCC3)c1 | -0.8 | 19 | -9 | -8 | 0 | -2 | 1.9 | 0.3 | 10
Cn1c(CCN2CCN(c3ccccn3)CC2)nc2cc(NC(=O)COc3ccc(Cl)cc3)ccc21 | -1.4 | 7 | 7 | 3 | 0 | -4 | 1.5 | -3.1 | 7
CCN1CCN(c2ccc(S(=O)(=O)N3CCCCC3)cc2NC(=O)COc2ccccc2)CC1 | 0.5 | 4 | 1 | -20 | 0 | -3 | 0.0 | 0.6 | 3
CCc1ccccc1NC(=O)Nc1ccc(F)cc1 | -1.3 | 4 | -5 | -2 | -4 | 7 | -1.1 | -1.5 | 4
COc1c(C)cccc1C(=O)Nc1ccc(N2CCN(C(=O)c3ccccc3C)CC2)cc1 | 0.4 | -4 | 4 | 2 | 0 | 0 | -2.7 | 0.7 | -2
C=CCN1C(=O)C(Cc2ccc(OC)cc2)SC1=Nc1ccc(C(=O)O)cc1 (stereo not given) | 0.5 | -1 | 5 | 5 | -1 | 1 | -2.7 | 1.5 | -5
C=CCN(CC(=O)NCc1ccc(OC)cc1)C(=O)c1csnn1 | 2.0 | 17 | 3 | 1 | -4 | -6 | 0.4 | -4.9 | 2
CCOc1ccc2nc(NC3=NC(c4ccc(OC)cc4)CC(=O)N3)nc(C)c2c1 (stereo not given) | -2.4 | -7 | -4 | -2 | 14 | 1 | 0.5 | / | -74
C/C=C/c1ccc2c(c1)O[C@H](CN(C)CC1CCOCC1)[C@@H](C)CN([C@H](C)CO)S2(=O)=O | -3.5 | -15 | / | 2 | -4 | 2 | / | 1.0&-3.5 | 2
CSc1cccc(NC(=O)COC(=O)c2ccccn2)c1 | -2.0 | 14 | -19 | 2 | 1 | 1 | 3.3 | -0.8 | -17
Cc1ccc(NC(=O)CSc2nnc(C3COc4ccccc4O3)o2)c(Cl)c1 (stereo not given) | -4.4 | -10 | -6 | -8 | -2 | 9 | 0.2 | / | 12
COc1ccc(OC)c(NC(=S)NCCC(c2ccccc2)c2ccccc2)c1 | -5.5 | 2 | -13 | -11 | 0 | 7 | -0.1 | 0.6 | 4
CC1CC2C(C(O)CC3(C)C2CCC3(O)C(=O)CO)C2(C)C=CC(=O)C=C12 (stereo not given) | -3.4 | 1 | / | 2 | -3 | -1 | / | / | 5
O=C1N/C(=N\N=C\c2cccs2)SC1Cc1ccc(Cl)c(Cl)c1 (stereo not given) | 0.0 | 12 | 5 | 0 | 2 | -7 | -5.6 | / | -6
Cc1ccc2c(N)[nH]nc2n1 | -1.4 | 3 | -8 | -3 | 1 | -5 | 4.0 | / | -1
SMILES | FadD28 binding | GDH-TPI counter | Rv3671c protease | BoNT-F LC inh | FBA Mtb inh | PrPC TRFRET | Mtb UGM inh | Mtb BioA inh | MazEF act
CCNc1nnc(-c2ccc(C)cc2)o1 | -3.8 | -4 | 10 | 10 | 4 | 2 | 1.1 | -3.1 | 5
COc1ccc(CN2CCc3cc(OC)c(OC)cc3C2)cc1O | -1.9 | 1 | -6 | -3 | -1 | -4 | -3.0 | -1.2 | 4
Cc1noc(C)c1S(=O)(=O)Nc1ccc(O)c2c(=O)cc(-c3ccccc3Cl)oc12 | -3.4 | 3 | 9 | 0 | 1 | 6 | 1.6 | 20 | 6
O=C(c1ccc(Cl)c(S(=O)(=O)N2CCOCC2)c1)N(c1ccccn1)C1CCCCC1 | 3.5 | -3 | 7 | -5 | -1 | 2 | -1.3 | 1.1 | 16
CC(C)(C)c1ccc(C(=O)Nc2ccc(CN3CCS(=O)(=O)CC3)cc2)cc1 | -1.5 | 9 | 6 | ? | -1 | 0 | -1.2 | / | -6
Cc1ccc(S(=O)(=O)N(C)CCN(C)S(=O)(=O)c2ccc(C)cc2)cc1 | -1.9 | 8 | / | -1 | 2 | -9 | / | / | -1
COc1cc(/C=N/Nc2nncn2/N=C/c2ccc(O)c(OC)c2)ccc1O | -2.1 | 25 | -36 | 0 | -4 | -7 | 0.2 | / | 5
C[C@H]1CN(C2CCCCC2)C(=O)[C@@H]1CC(=O)NCc1ccccc1 | 0.9 | 10 | 7 | -4 | 2 | 3 | -1.9 | -0.9 | 3
COc1ccc(CCN(Cc2cc3ccc(C)cc3n3nnnc23)C(C)=O)cc1OC | 0.1 | 2 | 5 | 4 | 3 | 0 | -0.7 | / | 7
CCCCCCCC(=O)N/N=C/c1ccco1 | -1.5 | -1 | 5 | -10 | -4 | 4 | 2.8 | / | 6
COc1cc(OC)c(C(=O)/C=C/c2ccccc2)c(O)c1O | -3.4 | 6 | -4 | -6 | -7 | -1 | 0.4 | 0.8 | 3
Clc1ccc(OCc2nn3c(-c4ccncc4)nnc3s2)cc1 | -0.8 | 0 | 0 | -9 | -2 | 1 | 2.8 | / | 17
COc1ccc(C(C(=O)NCc2ccccc2)N(Cc2cccs2)C(=O)c2cnccn2)cc1 (stereo not given) | -1.6 | 6 | -5 | -4 | 0 | 5 | 2.3 | -2.8 | -8
O=C(CSc1nnc(CNc2ccc(Cl)cc2)n1Cc1ccccc1)NCc1ccco1 | -6.8 | 6 | -10 | -8 | 2 | 6 | -0.7 | 2.8 | 2
O=C(CN1CCc2ccccc2C1)Nc1ccccc1N1CCCCCC1 | -1.2 | -2 | 2 | -3 | 4 | / | 3.1 | -4.9 | -10
NC(=O)C1CCN(C(=O)c2ccc(NC3=NC4CS(=O)(=O)CC4S3)cc2)CC1 (stereo not given) | 0.5 | 6 | 4 | 1 | 0 | 1 | -2.2 | -1.6 | 8
O=C(Nc1cccc(F)c1)c1cc(S(=O)(=O)NCCC2=CCCCC2)ccc1F | 1.4 | 6 | -30 | -9 | -7 | 13 | -0.4 | 0.0 | -7
CC(C)NC(=O)CSc1nc(N)c(NC(=O)c2ccccc2F)c(=O)[nH]1 | -4.1 | 11 | -1 | -4 | 0 | -5 | 0.1 | / | 5
Nc1nc(N)nc(-c2cc([N+](=O)[O-])ccc2O)n1 | 0.4 | 19 | -33 | 2 | -1 | -5 | 3.3 | -2.3 | 0
O=[N+]([O-])c1ccc(-c2c(O)c3ccccc3c3nc4ccccc4nc23)cc1 | 0.7 | 2 | 4 | -15 | -1 | 5 | 0.3 | / | 2
COc1ccc2[nH]c(=O)c(CN(Cc3ccco3)C(=O)c3ccccc3)cc2c1 | -0.2 | 6 | 0 | -2 | 11 | 0 | -0.5 | -2.4 | -1
Cc1cccc(N2CC(C(=O)Nc3cccc(S(=O)(=O)N4CCCCC4)c3)CC2=O)c1C (stereo not given) | 0.2 | 4 | -7 | -12 | -3 | 17 | 1.4 | 0.0 | 8
N/C(=N\OC(=O)/C=C/c1ccccc1Cl)c1cccnc1 | -0.8 | -4 | -4 | -6 | 3 | 7 | 8.4 | 1.9 | -3
O=C1C2=C(Nc3ccccc3SC2c2ccco2)c2ccccc21 (stereo not given) | -2.0 | 12 | 19 | -10 | 4 | -24 | -6.8 | 1.0 | 7
COc1cc(/C=N/NC(=O)c2ccc(F)cc2)ccc1OC(=O)c1ccco1 | -0.4 | 13 | -3 | -4 | 0 | -2 | 1.0 | / | 10

Pulled by structure from above, three records:
SMILES | FadD28 binding | GDH-TPI counter | Rv3671c protease | BoNT-F LC inh | FBA Mtb inh | PrPC TRFRET | Mtb UGM inh | Mtb BioA inh | MazEF act
O=C(CN1CCc2ccccc2C1)Nc1ccccc1N1CCCCCC1 | -1.2 | -2 | 2 | -3 | 4 | / | 3.1 | -4.9 | -10
O=C1C2=C(Nc3ccccc3SC2c2ccco2)c2ccccc21 (stereo not given) | -2.0 | 12 | 19 | -10 | 4 | -24 | -6.8 | 1.0 | 7
COc1ccc2[nH]c(=O)c(CN(Cc3ccco3)C(=O)c3ccccc3)cc2c1 | -0.2 | 6 | 0 | -2 | 11 | 0 | -0.5 | -2.4 | -1

Going on with the list.
SMILES | FadD28 binding | GDH-TPI counter | Rv3671c protease | BoNT-F LC inh | FBA Mtb inh | PrPC TRFRET | Mtb UGM inh | Mtb BioA inh | MazEF act
CSCCC(c1nnnn1-c1ccc2c(c1)OCCO2)N1CCC2(CC1)C(=O)NCN2c1ccccc1 (stereo not given) | -2.5 | / | / | -8 | 0 | 4 | / | -6.6 | /
COc1ccc(N2CCN(CC(=O)N3CCC(C)CC3)CC2)cc1 | 1.5 | 10 | 3 | -4 | 2 | -6 | 0.3 | -1.9 | 2
O=C(Nc1ccsc1C(=O)O)c1ccc(Cl)cc1 | -5.2 | -2 | -14 | -5 | -2 | 9 | 2.3 | / | 9
COc1ccc2c(CC(=O)NC(Cc3ccc(Cl)cc3)C(=O)O)cc(=O)oc2c1C (stereo not given) | -2.5 | 10 | / | -4 | 121* | -4 | 2.8 | -0.9 | -2
Cc1ccc(NC(=O)CNC(=O)c2cccc(Cl)c2)nc1 | 0.2 | 4 | -6 | 0 | 1 | 21 | 3.3 | / | 0
O=C(C1CC(=O)N(c2ccc(Br)cc2)C1)N1CCCC1 (stereo not given) | 0.3 | 0 | 9 | 6 | 3 | 3 | 1.1 | 3.0 | 1
C=CCS/C(=N\n1cnc2ccccc2c1=O)N(CC)CC | 0.0 | -1 | 7 | -6 | 3 | -12 | -1.3 | / | 4
NS(=O)(=O)c1ccc(CCNC(=O)NC2(C(F)(F)F)Oc3ccccc3O2)cc1 | -5.6 | 3 | 1 | -20 | 0 | 2 | -0.7 | / | 10
CC(=O)N1CCCc2ccc(NS(=O)(=O)c3ccc(C)cc3)cc21 | -4.1 | -5 | -2 | / | 3 | 8 | 3.8 | 0.2 | -14
COC(=O)CC1COc2ccccc2N1C(=O)c1ccc(Cl)cc1 (stereo not given) | -3.6 | 6 | -10 | -1 | 1 | 7 | 0.7 | -0.5 | 6
O=[N+]([O-])c1ccc(-c2ncc(-c3ccc(Br)cc3)o2)cc1 | -1.2 | 7 | -5 | 4 | 0 | -5 | 0.5 | / | 15
O=C(O)C(c1ccccc1)N1C(=O)/C(=C\c2ccc(-c3ccccc3Cl)o2)SC1=S (stereo not given) | 11* | 15 | -8 | 9 | -1 | -3 | 0.8 | 3.8 | -338
